# Assay outcomes as filed in PubChem BioAssay.
# SRC2 TRFRET art: TR-FRET artefact, counter-screen to PPARgamma/SRC-2 agonist assay; stronger effect = higher value; TR-FRET ratio at 8 µM; actives 0.4% (n = 200,000); AID 1049; in the data active means TR-FRET ratio above about 2000; further: inactives centre near 1500; reference of the scale not given here
# bIAP inhibitor: intestinal alkaline phosphatase (bovine) inhibition | inhibition, % at 20 µM | AID 1019 | 190,000 tested, under 10 active | purified bovine IAP, CDP-star luminescence, 30 min;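 active means over 50% inhibition of intestinal alkaline phosphatase at 20 µM in the single-dose screen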
#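 Incubation: 30 min reaction at room temperature / Material: purified bovine intestinal alkaline phosphatase (IAP) enzyme / Input: enzyme at 1/65,000,000 dilution / Dosing: 20 µM single dose / Signal: CDP-star luminescence signal / Reagent: CDP-star chemiluminescent phosphatase substrate, 30 µM final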
# PPARg SRC-3 ag: PPARgamma-driven SRC-3 recruitment agonism; P37231; biochemical PPARgamma/SRC-3 coactivator recruitment assay; activation, % at 8 µM; actives 0.26% (n = 200,000); in the data active means activation above about 23%;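 further: 0% = DMSO and 100% = reference agonist; some compounds past the cut are filed as inactive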
# Target sequence (P37231 whole entry, looked up): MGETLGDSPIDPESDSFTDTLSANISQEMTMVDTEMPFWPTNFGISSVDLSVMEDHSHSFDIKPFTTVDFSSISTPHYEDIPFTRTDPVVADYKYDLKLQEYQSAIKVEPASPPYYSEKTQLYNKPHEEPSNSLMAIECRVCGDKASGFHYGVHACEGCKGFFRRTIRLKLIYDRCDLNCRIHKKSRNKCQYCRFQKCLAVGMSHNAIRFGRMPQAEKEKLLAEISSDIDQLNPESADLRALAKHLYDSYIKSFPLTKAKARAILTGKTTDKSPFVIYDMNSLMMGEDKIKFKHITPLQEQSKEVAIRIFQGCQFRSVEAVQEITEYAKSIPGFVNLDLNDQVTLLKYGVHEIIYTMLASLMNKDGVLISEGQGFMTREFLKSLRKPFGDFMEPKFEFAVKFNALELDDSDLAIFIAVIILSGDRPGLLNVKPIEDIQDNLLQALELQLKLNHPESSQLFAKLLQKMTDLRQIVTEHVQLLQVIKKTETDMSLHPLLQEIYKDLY
# PPARg SRC-2 ag: promotes SRC-2 coactivator recruitment by human PPARgamma; activation, % at 8 µM; P37231; actives 0.34% (n = 200,000); PPARgamma LBD-SRC-2 recruitment, biochemical; AID 1032; in the data active means activation above about 22%;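 further: 0% = vehicle and 100% = reference agonist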
# PPARg SRC1 recr: agonists of human PPARgamma SRC-1 coactivator recruitment. activation, % at 8 µM. actives 0.41% (n = 200,000). P37231. PPARgamma-SRC-1 coactivator recruitment biochemical assay. AID 631; in the data active means activation above about 19%;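 further: 0% = DMSO and 100% = reference agonist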
# TLR4 MyD88 comp: blocks binding of human TLR4 to MyD88; O00206+Q99836; HeLa CL3-4 TLR4/MyD88 BLA complementation, FRET ratio; inhibition, % at 8.4 µM; actives 0.18% (n = 200,000); AID 861; in the data active means inhibition above about 25%;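 further: 0% = vehicle and 100% = reference inhibitor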
# DTT redox prof: compounds producing H2O2 with reducing agent – biochemical, NIH compound library profiling, artefact control for MLSCN library redox annotation, primary screen; DTT-dependent redox cycling H2O2, phenol red/HRP absorbance; 100% = 100 µM peroxide control, 0% = buffer; activation, % at 10 µM; actives 0.03% (n = 200,000);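 active means activation of at least 50% relative to the plate's high and low controls in the primary single-dose screen; inactive means activation below 50%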;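 further: compound incubated with DTT at 0.8 mM final as the reducing agent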
# Lmaj promast: reduces viability of Leishmania major promastigotes; AID 1063; inhibition, % at 10 µM; resazurin fluorescence viability; actives 9% (n = 200,000); in the data active means inhibition above about 50%;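 further: promastigotes grown with compound for 44 hours at 28 °C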
# bIAP act: increases bovine intestinal alkaline phosphatase activity. actives 0.17% (n = 200,000). purified bovine IAP, CDP-star luminescence, 30 min; stronger effect = higher value; fold of DMSO-control signal, blank-subtracted. activation factor at 20 µM. AID 1016;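 active means activation factor of 2 or more at 20 µM, a signal rise over negative controls twice the positive control's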
# S1P3 antag: antagonists of human S1P3 receptor. Q99500. inhibition, % at 4.98 µM. actives 0.27% (n = 170,000). AID 485. CHO S1P3 NFAT-BLA reporter, FRET fluorescence, antagonist mode;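 active means inhibition above the plate cutoff, the mean inhibition of test wells on that plate plus 3 SD, cut at about 28% in these data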;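 further: cells challenged with S1P at its EC80 of 0.8 µM; blue over green emission ratio from cleaved BLA substrate after 4 h stimulation; 0% = S1P-stimulated wells and 100% = unstimulated DMSO-only wells; some compounds past the cut are filed as inactive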
# ROMK mod: human ROMK K+ channel modulation, primary screen; Tet-inducible ROMK, thallium flux fluorescence; actives lie on both sides; AID 1918; actives 2% (n = 130,000); B-score at 10 µM;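 active means signal ratio slope over the read window, or its plate-corrected B-score, at least 3 SD from the plate mean, either direction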;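 further: B-score of the F/F0 ratio slope over 7 to 12 s after thallium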
# Target sequence (P48048 whole entry, looked up): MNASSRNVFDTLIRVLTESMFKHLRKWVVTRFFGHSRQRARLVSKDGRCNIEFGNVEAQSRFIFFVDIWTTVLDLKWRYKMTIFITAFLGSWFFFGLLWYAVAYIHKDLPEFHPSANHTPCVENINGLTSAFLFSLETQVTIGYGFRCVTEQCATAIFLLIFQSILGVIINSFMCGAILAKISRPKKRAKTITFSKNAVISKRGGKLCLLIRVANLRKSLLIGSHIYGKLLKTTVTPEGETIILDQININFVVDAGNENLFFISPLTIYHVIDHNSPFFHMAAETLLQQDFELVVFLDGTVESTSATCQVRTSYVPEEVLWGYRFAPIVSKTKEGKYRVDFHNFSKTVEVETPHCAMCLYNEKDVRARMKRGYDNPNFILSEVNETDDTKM
# An asterisk follows results filed as active; . = no result given.
SMILES,SRC2 TRFRET art,bIAP inhibitor,PPARg SRC-3 ag,PPARg SRC-2 ag,PPARg SRC1 recr,TLR4 MyD88 comp,DTT redox prof,Lmaj promast,bIAP act,S1P3 antag,ROMK mod
COc1ccc(N2CCN(C(=O)c3nc4nc(C)cc(C)n4n3)CC2)cc1,1358,26,-4,-11,3,-6,11,-6,0.7,6,0.36
N#Cc1c(N)sc2c1CCN(CCc1ccccc1)C2,1598,4,11,-2,0,-2,0.1,-2,1,.,.
CC(=O)N/C(=C\c1ccccc1)C(=O)Nc1ccc(O)cc1,1477,3,-6,-8,-3,-1,-0.6,8,1,-16,0.7
CCc1cccc(NC(=O)CN(C)S(=O)(=O)c2cccc3nsnc23)c1,1323,8,7,-2,4,7,0.5,10,0.9,4,-1.3
O=C(NC1CCCCC1)c1cc(Cl)nc2ccccc12,1497,-23,-1,-8,0,-10,-0.1,2,1.2,-5,.
CC1=C(C(=O)OC2CCCCC2)C(c2ccc(C)o2)C2=C(CC(C)(C)CC2=O)N1 (stereo not drawn),1531,12,5,7,-2,6,-2.5,28,0.9,5,.
O=C(Nc1ccc2nc(-c3cccnc3)[nH]c2c1)c1ccccc1F,1527,14,-9,-3,-6,11,2.3,-1,0.9,.,.
O=C(C(c1ccccc1)c1ccccc1)N1CCN(c2ccccn2)CC1,1731,-4,-5,-5,-12,-17,-0.1,23,1,-1,0.015
O=C(O)/C=C\C(=O)Nc1ccc(N2CCN(c3ccc(Cl)cc3)CC2)cc1,1576,-7,6,1,2,-5,-0.8,6,1.1,-14,1
CN(C)c1cnn(-c2ccccc2)c(=O)c1Cl,1555,5,-1,5,-2,2,0.2,-3,1,-8,-0.31
COc1cc2cc(CN(CCc3ccccc3C)C(=S)NCCCN3CCOCC3)c(=O)[nH]c2cc1OC,1487,-15,0,-5,4,-13,-1.2,8,1.2,-2,0.032
COc1ccc(-n2cc(CNCCc3cscn3)c(-c3ccccc3Cl)n2)cc1,1446,1,4,3,8,12,0.6,17,1,-8,-1.3
CCOc1ccc(/C=C2\SC(=S)N(CC(=O)N(CCO)C(C)(C)C)C2=O)cc1,1561,0,4,1,0,13,-0.9,18,1,12,0.91
O=C(Nc1ccc(S(=O)(=O)N2CCOCC2)cc1)c1cccs1,1515,8,4,4,-7,12,0.6,-3,0.9,-4,0.31
Clc1ccc(OCCn2ccnc2)c2ccccc12,1430,-10,0,5,4,-9,1.0,96*,1.1,14,-3.2*
COc1ccc(C[C@H]2CN3C(=NC[C@@H]3C)N2CCNC(=O)CCC2CCCCC2)cc1,1546,-18,-3,4,5,-8,0.3,1,1.2,2,.
Cc1ccc(SCc2ccc(C(=O)Nc3cccnc3)cc2)cc1,1490,-4,3,-6,-7,4,1.4,-4,1,-8,-0.12
Cn1cc(C(=O)NCc2ccc(F)cc2)cn1,1591,-6,-3,0,-1,8,0.1,-5,1.1,-1,1.8
Cc1ccc(-c2ccc(CCC(=O)O)n2NC(=O)c2ccc([N+](=O)[O-])cc2)cc1,1695,-19,5,3,10,-2,-1.9,-1,1.2,-17,.
COc1cc2c(cc1OC)CN(CC(=O)NC(=O)NC(C)(C)C)CC2,1639,4,0,2,4,7,-1.1,2,1,-1,1
Cc1cc(N2CCCC(C(=O)Nc3cccc4ccccc34)C2)n2ncnc2n1 (stereo not drawn),1474,-6,0,2,2,7,-0.6,2,1.1,-22,-0.6
Cc1sc2ncnc(N3CCC(C)CC3)c2c1C,1626,-17,6,11,9,-4,0.0,4,1.2,.,-0.99
Cc1ccc2cc(CN(Cc3ccco3)C(=S)NCC3CCCO3)c(=O)[nH]c2c1C (stereo not drawn),1545,34,7,3,0,-7,-0.1,4,0.7,-14,0.8
CCCCC1=NN(C(=O)c2cocc2C)C(O)(C(F)(F)F)C1 (stereo not drawn),1520,3,7,6,1,-1,0.0,-4,1,.,.
O=C(OCc1ccccn1)c1ccc(COc2ccccc2Cl)o1,1590,11,-4,17,11,-8,-3.2,8,0.9,.,.
Fc1ccc(-c2nnc(CN3CCC(c4nc5ccccc5s4)CC3)o2)cc1,1577,-2,-1,3,4,4,-2.7,-9,1,24,.
C/C(=N\N=C(N)N)c1ccc(Cl)cc1Cl,1559,0,0,-1,9,-3,-0.4,43,1,7,-0.25
CCN(CC)c1ccc(NC(=O)c2cccnc2)c(C)c1,1617,6,8,14,7,-6,1.1,-3,0.9,.,.
CCN(CC)C(=O)CSc1nnc(-c2ccccc2)c(-c2ccccc2)n1,1752,-36,3,1,-3,-5,-0.4,-2,1.4,-6,0.44
CCC(=O)NCCc1cc2ccc(C)c(C)c2[nH]c1=O,1740,12,7,-2,8,-15,-0.8,0,0.9,-22,.
Cc1ccc(-c2nc(NCc3ccco3)c3ccccc3n2)cc1,1615,-16,0,-6,-7,-2,.,100*,1.2,-10,.
O=S(=O)(NC1CCCCC1)c1ccc(S(=O)(=O)N2CCN3CCCC3C2)cc1 (stereo not drawn),1513,3,-12,3,0,-7,1.7,-2,1,13,.
O=C(CSc1ncn[nH]1)Nc1cc(S(=O)(=O)N2CCCC2)ccc1Cl,1542,7,-1,1,-2,-4,-0.1,-5,0.9,-23,-0.74
O=C(/C=C/c1ccc(-c2ccc(F)cc2)o1)N1CCCC1,1442,4,0,-2,2,-2,-0.4,4,1,-21,0.28
COc1ccc(-c2cc(C(=O)NCc3ccc(Cl)cc3)no2)cc1OC,1218,14,0,-8,-1,-1,0.2,1,0.9,-5,.
COc1ccc(Cl)cc1NC(=S)Nc1cccc(C)c1,1699,24,-5,0,2,0,-0.6,10,0.8,-3,-0.45

# Copied from the results shown for reference:
SMILES,SRC2 TRFRET art,bIAP inhibitor,PPARg SRC-3 ag,PPARg SRC-2 ag,PPARg SRC1 recr,TLR4 MyD88 comp,DTT redox prof,Lmaj promast,bIAP act,S1P3 antag,ROMK mod
COc1ccc(N2CCN(C(=O)c3nc4nc(C)cc(C)n4n3)CC2)cc1,1358,26,-4,-11,3,-6,11,-6,0.7,6,0.36
N#Cc1c(N)sc2c1CCN(CCc1ccccc1)C2,1598,4,11,-2,0,-2,0.1,-2,1,.,.
CC(=O)N/C(=C\c1ccccc1)C(=O)Nc1ccc(O)cc1,1477,3,-6,-8,-3,-1,-0.6,8,1,-16,0.7
CCc1cccc(NC(=O)CN(C)S(=O)(=O)c2cccc3nsnc23)c1,1323,8,7,-2,4,7,0.5,10,0.9,4,-1.3
O=C(NC1CCCCC1)c1cc(Cl)nc2ccccc12,1497,-23,-1,-8,0,-10,-0.1,2,1.2,-5,.
CC1=C(C(=O)OC2CCCCC2)C(c2ccc(C)o2)C2=C(CC(C)(C)CC2=O)N1 (stereo not drawn),1531,12,5,7,-2,6,-2.5,28,0.9,5,.
O=C(Nc1ccc2nc(-c3cccnc3)[nH]c2c1)c1ccccc1F,1527,14,-9,-3,-6,11,2.3,-1,0.9,.,.
O=C(C(c1ccccc1)c1ccccc1)N1CCN(c2ccccn2)CC1,1731,-4,-5,-5,-12,-17,-0.1,23,1,-1,0.015
O=C(O)/C=C\C(=O)Nc1ccc(N2CCN(c3ccc(Cl)cc3)CC2)cc1,1576,-7,6,1,2,-5,-0.8,6,1.1,-14,1
CN(C)c1cnn(-c2ccccc2)c(=O)c1Cl,1555,5,-1,5,-2,2,0.2,-3,1,-8,-0.31
COc1cc2cc(CN(CCc3ccccc3C)C(=S)NCCCN3CCOCC3)c(=O)[nH]c2cc1OC,1487,-15,0,-5,4,-13,-1.2,8,1.2,-2,0.032
COc1ccc(-n2cc(CNCCc3cscn3)c(-c3ccccc3Cl)n2)cc1,1446,1,4,3,8,12,0.6,17,1,-8,-1.3
CCOc1ccc(/C=C2\SC(=S)N(CC(=O)N(CCO)C(C)(C)C)C2=O)cc1,1561,0,4,1,0,13,-0.9,18,1,12,0.91
O=C(Nc1ccc(S(=O)(=O)N2CCOCC2)cc1)c1cccs1,1515,8,4,4,-7,12,0.6,-3,0.9,-4,0.31
Clc1ccc(OCCn2ccnc2)c2ccccc12,1430,-10,0,5,4,-9,1.0,96*,1.1,14,-3.2*

# Continued.
SMILES,SRC2 TRFRET art,bIAP inhibitor,PPARg SRC-3 ag,PPARg SRC-2 ag,PPARg SRC1 recr,TLR4 MyD88 comp,DTT redox prof,Lmaj promast,bIAP act,S1P3 antag,ROMK mod
Cc1noc(/C=C/Nc2ccc(F)cc2F)c1[N+](=O)[O-],1793,20,9,7,7,4,-0.8,-6,0.8,-7,0.6
Cc1ccc(CN2CCN(CC3CC4C=CC3C4)CC2)cc1 (stereo not drawn),1612,5,-3,6,-1,7,1.2,96*,1,.,0.16
Cc1cc([N+](=O)[O-])ccc1NC(=O)C(C)[n+]1ccccc1 (stereo not drawn),1574,-1,4,3,-6,-1,-0.2,-1,1,-3,0.85
CC(C)N1CCC(NC(=O)NC2CCCCC2)CC1,1484,-13,0,9,4,1,-1.9,-2,1.1,-19,-0.29
COc1cccc(/C=N/NC(=O)c2ccc(N(C)S(=O)(=O)c3ccccc3)cc2)c1OC,1516,-24,0,2,2,-7,-0.1,34,1.2,21,0.45
CCOC(=O)C[n+]1c(C)sc2ccc(OC)cc21,1396,-1,-1,-1,-3,-11,2.1,1,1,.,0.0071
O=C1CC(c2cccs2)CC2=C1C(c1ccccc1)n1ncnc1N2 (stereo not drawn),1745,2,13,5,6,-12,0.1,3,1,-30,.
COc1ccc(CC(=O)OCc2cc3ccc(C)cc3[nH]c2=O)cc1,1552,1,8,2,7,21,-3.5,1,1,-34,0.55
Cc1cccc(OCC(O)Cn2c(=N)n(CCN3CCCCC3)c3ccccc32)c1 (stereo not drawn),1713,-23,12,6,13,6,-0.4,100*,1.2,8,-7.6*
CCOC(=O)C1(Cc2ccccc2C)CCCN(C(=O)c2ccnn2C)C1 (stereo not drawn),1341,1,-2,0,-6,-11,-1.0,5,1,6,.
CCOc1ccc(NC(=O)c2cc3cc4ccc(OC)cc4nc3o2)cc1,1261,10,-4,1,3,3,0.5,100*,0.9,.,-0.046
CCOCCCn1c(=N)c(C(N)=S)cc2c(=O)n3cccc(C)c3nc21,1459,39,1,4,1,0,11,43,0.6,-20,.
C=CCSc1nnc(-c2cccnc2)o1,1450,5,-5,-2,-1,2,-0.3,-7,0.9,-16,.
CCc1ccc(N2NC(=O)/C(=C/C=C/c3ccco3)C2=O)cc1,1714,6,3,0,2,1,0.4,7,0.9,-18,-0.56
CCCCCCn1c(C)nc2c(c1=O)c1nc3ccccc3nc1n2/N=C/c1ccco1,1633,-2,-7,8,4,-9,0.1,-3,1,.,-0.14
Cc1ccc(NC(=O)Cn2cnc3sc(C(=O)NCCN(C)C)c(C)c3c2=O)cc1Cl,1516,11,-10,-6,3,4,-3.6,76*,0.9,.,.
Cc1ccccc1NC(=O)C1(C)Cc2ccccc2C(=O)O1 (stereo not drawn),1370,-1,11,0,-6,11,2.0,-9,1,.,-0.9
C/C(=N\N(Cc1ccccc1)c1ccccc1)c1cccnc1,1590,-4,0,3,6,6,-0.2,17,1,3,-0.32
